# OXTR ag – agonists of human oxytocin receptor | AID 2435 | activation, % at 3 µM | CHO-OTR cells, Fluo-8 calcium fluorescence; normalized: DMSO 0%, oxytocin 100% | 320,000 tested, 0.32% active;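 active means activation above the mean of all tested compounds plus 3 SD, cutoff set per screening run, cut at about 20% in these data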;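 further: peak over basal fluorescence ratio from a 100 s FLIPR kinetic read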
# Target sequence (P30559 whole entry, looked up): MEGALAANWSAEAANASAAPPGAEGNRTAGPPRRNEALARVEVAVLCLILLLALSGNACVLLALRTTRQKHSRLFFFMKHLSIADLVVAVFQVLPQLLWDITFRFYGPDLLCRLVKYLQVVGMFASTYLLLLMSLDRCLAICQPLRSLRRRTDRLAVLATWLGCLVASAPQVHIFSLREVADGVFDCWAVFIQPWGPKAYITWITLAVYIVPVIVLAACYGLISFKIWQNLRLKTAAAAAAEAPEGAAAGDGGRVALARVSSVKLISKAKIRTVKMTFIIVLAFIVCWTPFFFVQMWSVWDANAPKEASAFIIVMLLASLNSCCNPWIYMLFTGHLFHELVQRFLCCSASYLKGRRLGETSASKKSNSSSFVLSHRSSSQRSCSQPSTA
# GalR3 antagonist – blocks the human galanin receptor 3; HEK293 GalR3-CNG cAMP membrane potential fluorescence; galR3 body fused to GalR1 C-terminus; 360,000 tested, 0.44% active; inhibition, % at 3 µM;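 active means inhibition above the screen-wide average plus 3 SD, cut at about 13% in these data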;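 further: forskolin and galanin both at EC90 stimulate the cells; cAMP rise reported by CNG channel membrane potential dye signal; 0% = forskolin plus galanin with DMSO and 100% = forskolin alone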
# Target sequence (O60755 1-299 limits assumed): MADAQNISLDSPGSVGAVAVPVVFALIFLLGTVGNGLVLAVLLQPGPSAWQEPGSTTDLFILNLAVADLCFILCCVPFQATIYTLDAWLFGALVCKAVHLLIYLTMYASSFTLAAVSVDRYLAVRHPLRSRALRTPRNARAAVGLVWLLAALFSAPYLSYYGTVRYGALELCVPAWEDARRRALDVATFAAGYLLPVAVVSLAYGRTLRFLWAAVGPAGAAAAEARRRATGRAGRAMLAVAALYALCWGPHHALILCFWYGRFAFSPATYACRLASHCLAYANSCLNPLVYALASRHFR
# NS3 helicase inh – inhibitors of Hepatitis C virus NS3 helicase. 290,000 tested, 0.56% active. NS3 helicase DNA unwinding, Cy5 molecular beacon fluorescence. inhibition, % at 10.9 µM;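 active means inhibition above the mean of all tested compounds plus 3 SD, set per campaign, cut at about 35% in these data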;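 further: 0% = DMSO wells and 100% = thioflavine S control wells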
#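 Control set: DMSO versus 110 µM thioflavine S; Material: NS3 helicase fragment of HCV; Measured by: Cy5 fluorescence at 0 and 60 min, beacon hairpin quenching; Read-out basis: percent inhibition from t60/t0 fluorescence ratio; Times: reaction time 60 min, 25 °C; Repeats: single replicate; Compound dosing: single dose, 10.9 µM nominal final, DMSO 0.8% final.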
# V1aR counter – activates human V1a receptor in oxytocin agonist counter-screen. P37288. CHO-V1R cells, Fluo-8 calcium fluorescence, agonist mode; 0% DMSO, 100% 3 nM vasopressin. activation, % at 3 µM. 320,000 tested, 0.25% active;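 active means activation above the mean activation of all tested compounds plus 3 SD, per screening run, cut at about 20% in these data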;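 further: signal is peak over basal fluorescence ratio across a 100 second FLIPR read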
# GPR7 antag – blocks human GPR7 receptor signaling. GPR7-expressing cells, fluorescence antagonist assay. 290,000 tested, 1.1% active. inhibition, % at 4.4 µM; in the data active means inhibition above about 16%, passing the limit was not always enough;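 further: cells stimulated with the agonist NPW; 0% = agonist with vehicle and 100% = vehicle without agonist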
# VIM-2 inhibitor – blocks Pseudomonas aeruginosa VIM-2 metallo-beta-lactamase; AID 1527; purified VIM-2, nitrocefin hydrolysis, epi-absorbance fluorescence; inhibition, % at 5.6 µM; 290,000 tested, 0.89% active;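 active means inhibition above the mean of all tested compounds plus 3 SD, cutoff set per screening run, cut at about 7.5% in these data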;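 further: red hydrolysis product quenches plate fluorescence so inhibitors raise well fluorescence; 0% = enzyme with DMSO and 100% = DMSO without enzyme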
# PHOSPHO1 block – PHOSPHO1 (human) inhibition; recombinant PHOSPHO1, absorbance phosphatase assay; inhibition, % at 13.3 µM; 290,000 tested, 1.1% active; AID 1565; in the data active means inhibition above about 60%
# Target sequence (Q8TCT1 whole entry, looked up): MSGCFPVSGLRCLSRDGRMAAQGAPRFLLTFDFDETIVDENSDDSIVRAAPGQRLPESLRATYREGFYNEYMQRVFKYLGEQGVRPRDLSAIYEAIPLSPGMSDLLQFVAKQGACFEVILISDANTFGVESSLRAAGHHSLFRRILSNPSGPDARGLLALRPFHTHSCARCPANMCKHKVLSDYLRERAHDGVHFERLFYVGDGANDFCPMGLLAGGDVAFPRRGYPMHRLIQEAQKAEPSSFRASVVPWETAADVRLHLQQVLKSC
# DNA FID counter – counter-screen for HCV NS3 helicase inhibitors: DNA intercalator displacement; DNA fluorescent intercalator displacement, fluorescence; inhibition, % at 7.9 µM; 290,000 tested, 0.17% active; in the data active means inhibition above about 37%;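 further: 0% = vehicle and 100% = reference compound; higher means more ethidium bromide displaced from hairpin DNA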
# IMP-1 inhibitor – inhibitors of Pseudomonas aeruginosa IMP-1 metallo-beta-lactamase | inhibition, % at 5.6 µM | 290,000 tested, 0.45% active | purified IMP-1, nitrocefin hydrolysis, epi-absorbance fluorescence;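 active means inhibition above the mean plus 3 SD of all compounds in the same screening run, cut at about 4.5% in these data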;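 further: 0% = IMP-1 with DMSO and 100% = DMSO wells lacking enzyme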
#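 System: purified recombinant IMP-1 beta-lactamase. Medium: Zinc- and detergent-supplemented HEPES buffer, pH 7.1. Compound: one 5.6 µM dose […]. Schedule: 15 min preincubation plus 25 min reaction at 25 °C. Technique: Epi-absorbance fluorescence, 480 nm excitation, 530 nm emission.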
# * hit, by the source's call; . = no result given; & = joins results of further samples. Rows were taken by chance. About 4.3% of those tested had a hit in this group.
SMILES,OXTR ag,GalR3 antagonist,NS3 helicase inh,V1aR counter,GPR7 antag,VIM-2 inhibitor,PHOSPHO1 block,DNA FID counter,IMP-1 inhibitor
CCCCn1c(CNC(=O)CC)nc2ccccc21,-1.6,.,0,-0.3,-2,-2.7,-11,4,-2.7
CCN1CCN(c2nc(N)c([N+](=O)[O-])c(Nc3ccc(C)cc3)n2)CC1,2.8,2,-17,2.1,-9,1.7,-6,13,-1.0
C=CCNC(=O)CSc1nnc(-c2ccccc2Br)n1-c1cccc(C(F)(F)F)c1,-0.2,-4,7,1.0,3,-3.4,-5,-33,-2.4
CN1CCN(C2=Nc3ccccc3Oc3ccc(Cl)cc32)CC1,0.3,-8,-14&-12,0.1,1&10,-3.9&-0.9,-14&52,5&6,-3.5&-0.5
C/C(CC(O)c1ccc2ccccc2n1)=N/O (stereo not given),-0.6,-4,-4,0.1,-17,-6.0,-25,-4,-0.9
COCC(=O)Nc1sc2c(c1C(=O)OC)CCCC2,-1.2,-6,10,-0.7,-4,0.0,2,-12,0.5
CC(=O)Nc1ccc(NC(=O)c2c(C)nn(Cc3ccccc3)c2Cl)cc1,0.2,-8,11,0.7,1,-0.2,39,-29,-0.2
CCN(CC)CC(=O)N1c2ccccc2Sc2ccc(Cl)cc21,1.8,-1,2,-1.1,-6,0.6,-6,1,-3.0
Cc1noc(C)c1S(=O)(=O)N(CC(=O)N1CCc2ccccc21)c1ccc(C(C)C)cc1,1.4,3,5,0.0,-2,-2.6,-9,2,-5.8
Cc1c(CC(=O)O)c(=O)oc2c(C)c(OCc3nn[nH]n3)ccc12,1.2,-3,0,-0.3,0,2.7,24,5,-2.1
COc1ccc(Br)cc1S(=O)(=O)N(CC(=O)N1CCOCC1)c1ccccc1,1.0,0,-2,1.6,-9,-5.1,8,-10,-2.3
C/C(=C\c1ccccc1)C(=O)NCCN1CCOCC1,-0.2,-6,5,0.0,-15,0.4,32,-1,-2.1
O=C(CSc1n[nH]c(-c2ccccn2)n1)Nc1ccc(Cl)cc1,0.6,-13,12,2.6,13,-1.0,26,-12,-1.8
O=C(O)c1cc2[nH]c3c(c2cc1Cl)CCCC3,0.8,1,9,-0.1,-9,-0.2,13,-3,-3.4
O=C(CN1CCN(C(=O)C2CCCO2)CC1)Nc1cc(C(F)(F)F)ccc1Cl (stereo not given),1.9,-2,-1,4.6,4,-1.6,.,-25,-1.1
CCOC(=O)c1cc(S(=O)(=O)NC2CCCCC2)cn1C,-0.5,-5,-3,-0.6,-4,-0.6,58,-23,-4.0
COc1ccc(CN(C(=O)c2nsc(Cl)c2Cl)C(C(=O)NC2CCCC2)c2ccc(C)cc2)cc1 (stereo not given),-1.2,-7,-5,0.4,-11,-3.1,-27,-33,-4.7
CC(=O)Nc1ccc(Cl)c(C(N)=O)c1,1.3,-4,21,0.7,-17,0.8,-5,-13,-3.4
CC(C)CNC(=O)c1cccc(NC(=O)c2ccc(NC(=O)c3ccco3)cc2)c1,2.8,-8,-3,1.5,-2,-0.5,11,-14,0.3
COc1cccc(-n2nnnc2SCC(=O)c2ccc(NC(C)=O)cc2)c1,3.6,-1,0,1.5,-2,0.0,1,3,1.1
Cc1ccc(C)c(S(=O)(=O)N2CCCOC2CNC(=O)C(=O)NCCCN2CCOCC2)c1 (stereo not given),-0.8,-2,11,1.0,-6,0.2,33,6,0.3
Cc1cc(C(=O)COC(=O)c2nccnc2N)c(C)n1C,-0.5,-4,4,-0.3,-10,-2.3,21,-6,-3.6
O=C(NCC1CCCO1)c1cn(-c2ccccc2)nc1-c1ccc(F)cc1 (stereo not given),-0.9,2,-5,1.5,-1,-0.9,-4,-32,0.3
CCOc1cc(C(=O)OCC(=O)Nc2cccc(C)c2)ccc1OCC(=O)N1CCOCC1,0.7,-3,-3,0.4,-10,-1.6,6,-21,-3.3
O=C1CCCCC1C(=O)c1cn(-c2ccc(Cl)c(Cl)c2)nn1 (stereo not given),-1.1,4,11,-0.5,-21,-2.5,-8,-5,-1.1

# The last seven records of the section before open the next one.
SMILES,OXTR ag,GalR3 antagonist,NS3 helicase inh,V1aR counter,GPR7 antag,VIM-2 inhibitor,PHOSPHO1 block,DNA FID counter,IMP-1 inhibitor
CC(C)CNC(=O)c1cccc(NC(=O)c2ccc(NC(=O)c3ccco3)cc2)c1,2.8,-8,-3,1.5,-2,-0.5,11,-14,0.3
COc1cccc(-n2nnnc2SCC(=O)c2ccc(NC(C)=O)cc2)c1,3.6,-1,0,1.5,-2,0.0,1,3,1.1
Cc1ccc(C)c(S(=O)(=O)N2CCCOC2CNC(=O)C(=O)NCCCN2CCOCC2)c1 (stereo not given),-0.8,-2,11,1.0,-6,0.2,33,6,0.3
Cc1cc(C(=O)COC(=O)c2nccnc2N)c(C)n1C,-0.5,-4,4,-0.3,-10,-2.3,21,-6,-3.6
O=C(NCC1CCCO1)c1cn(-c2ccccc2)nc1-c1ccc(F)cc1 (stereo not given),-0.9,2,-5,1.5,-1,-0.9,-4,-32,0.3
CCOc1cc(C(=O)OCC(=O)Nc2cccc(C)c2)ccc1OCC(=O)N1CCOCC1,0.7,-3,-3,0.4,-10,-1.6,6,-21,-3.3
O=C1CCCCC1C(=O)c1cn(-c2ccc(Cl)c(Cl)c2)nn1 (stereo not given),-1.1,4,11,-0.5,-21,-2.5,-8,-5,-1.1
CN(C)S(=O)(=O)c1ccc(NC(=O)c2cc(F)c(F)cc2Cl)cc1,1.8,6,6,3.5,-3,-3.0,17,-2,-1.0
N#CC(c1nc2ccccc2nc1N1CCOCC1)S(=O)(=O)c1ccccc1 (stereo not given),1.6,-1,5,1.0,2,-2.9,20,-21,-2.4
CCN(CC)S(=O)(=O)c1ccc(-c2nnc(SC)o2)cc1,0.4,-6,2,0.4,-1,-5.1,-4,-5,-0.9
C[C@H]1CC[C@H]2C(=O)N3[C@H](c4ccccc4Br)[C@@H](C)CC[C@H]3C(=O)N2[C@@H]1c1ccccc1Br,-0.7,.,-24,-0.4,29*,-2.1,6,-30,-0.8
O=C(CCC(=O)N1CCOc2ccccc21)NC1CCCCCC1,-0.6,.,24,0.1,-10,-3.3,7,-27,-5.6
Cc1ccc(Cn2nnc3c(=O)[nH]c(C4CCCN(C(=O)c5ccco5)C4)nc32)cc1 (stereo not given),0.0,-11,-2,1.9,1,-1.0,18,-33,-1.3
CS(=O)(=O)N1CCCC(C(=O)NCc2ccco2)C1 (stereo not given),1.1,-4,-3,1.2,-4,0.3,29,-1,-3.0
O=C1c2cccc3cccc(c23)C(=O)N1Cc1ccco1,-0.9,-2,0,0.4,-8,-2.2,10,-2,-0.6
CC1CCCCN1C(=O)CSc1nnc2c(n1)[nH]c1ccccc12 (stereo not given),1.2,-8,10,1.9,-3,1.0,28,-21,-5.1
Cc1ccccc1S(=O)(=O)Cc1ccc(C(=O)N2CC(C)CC(C)C2)o1 (stereo not given),4.7,-1,-3,2.4,-7,-4.1,-9,-32,-4.4
CC(C)NC(=O)N(O)C1N(Cc2ccc3c(c2)OCO3)C(=S)SC1(C)C (stereo not given),0.1,-1,-1,1.1,-9,-1.6,-6,-12,-5.1
C(=C\c1ccccc1)/CSc1nnc(-c2ccccc2)n1Cc1ccco1,0.2,-5,10,-1.1,32*,0.1,80*,-23,-0.7
COc1ccc(C(CCNCc2ccc(N(C)C)cc2)c2ccccc2)cc1 (stereo not given),16,-9,-59,13,30,-0.7,28,11,-3.0
C/C(CC(=O)Nc1ccccc1Cl)=N\NC(=O)C(=O)NCCO,-1.4,1,-16,0.6,-13,-2.6,-13,-8,-2.6
Cc1cccc(NC(=O)/C(C#N)=C/c2cn(CC(=O)NCc3ccco3)c3ccccc23)c1C,-0.6,-4,-18,0.6,-7,-0.5,-22,-19,-2.7
Cc1cc(-c2ccccc2)c2c(=O)n(-c3ccccc3)[nH]c2n1,-1.6,0,2,4.2,-5,-2.2,24,-2,-6.3
CCc1ccc(C(=O)NC2CCCCC2)s1,-1.3,-8,-9,-0.4,-2,-1.0,19,-1,-4.1
COc1ccc(NC(=O)CCNC(=O)C2CCN(S(=O)(=O)c3ccc(F)cc3)CC2)cc1OC,-0.6,0,-4,0.3,0,-1.7,27,-24,-2.9
O=C(NCCCO)c1cc2c([nH]c3ccccc32)c(-c2ccc(F)cc2)n1,-1.8,-7,-2,1.9,-18,-0.2,42,-26,-4.3
CCCc1cc(=O)oc2c(C)c(OCc3nn[nH]n3)ccc12,-0.1,1,-1,0.9,1,6.1,-1,-17,-2.3
O=C(CC1SC2=NCCN2C1=O)Nc1ccccc1 (stereo not given),1.0,-7,-2,0.4,-10,-0.4,11,4,-2.8
O=C(N/N=C1\CCCc2ccccc21)c1ccc([N+](=O)[O-])cc1,-0.7,-2,2,0.3,-7,-3.9,-23,-2,-2.7
CCN1CCN(S(=O)(=O)c2ccc3c(c2)NC(=O)CS3)CC1,-0.3,-7,4,0.9,-2,-4.9,3,-3,-3.5
COc1cc(OC)cc(C(=O)N[C@H](C(=O)Nc2nc(-c3cc(OC)ccc3OC)cs2)C(C)C)c1,-0.9,-2,1,1.2,-16,-4.3,-3,-17,-3.7
O=C(Nc1nc2ccc(F)cc2s1)c1ccccn1,-0.5,-1,-3,1.4,-7,-4.8,33,-3,-2.9
CN(C)S(=O)(=O)c1ccc(N2CCCC2)c(C(=O)Nc2nc(-c3ccc(F)c(F)c3)cs2)c1,1.3,-10,-9,1.2,6,-1.3,-12,2,-0.1
Cc1c(O)c2ccccc2oc1=O,0.6,-3,-12,0.4,-3,0.3,42,4,-1.2
